High-throughput results (PubChem BioAssay)
CRFBP-R2 block = CRF-BP/CRF-R2 complex antagonism; inhibition, % at 11.8 µM; AID 588475; 350,000 tested, 0.59% active; HEK293 CRF-R2/CRF-BP, CRF-induced calcium fluorescence;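 active = inhibition of the ligand-induced calcium signal above about 50% at the single tested concentration, limit read from the data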
GalR3 antagonist = blocks the human galanin receptor 3 | O60755 | HEK293 GalR3-CNG cAMP membrane potential fluorescence; galR3 body fused to GalR1 C-terminus | inhibition, % at 3 µM | 360,000 tested, 0.44% active;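 active = inhibition above the screen-wide average plus 3 SD, cut at about 13% in these data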;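 also: forskolin and galanin both at EC90 stimulate the cells; cAMP rise reported by CNG channel membrane potential dye signal; 0% = forskolin plus galanin with DMSO and 100% = forskolin alone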
p-CIP stab down = p/CIP protein destabilization. Q05BA5. F442A p/CIP-EGFP cells, EGFP fluorescence, 16 h. decrease of EGFP signal, % at 10 µM. 290,000 tested, 0.01% active;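 active = EGFP signal decrease of at least 30% at 10 µM or well 3 SD below plate mean, unless failing retest; inactive = the rest, including hits failing retest or dose response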; also: some compounds called inactive have numbers as strong as hits; many of its hits are not listed in these tables
Target sequence (Q05BA5 1-1403): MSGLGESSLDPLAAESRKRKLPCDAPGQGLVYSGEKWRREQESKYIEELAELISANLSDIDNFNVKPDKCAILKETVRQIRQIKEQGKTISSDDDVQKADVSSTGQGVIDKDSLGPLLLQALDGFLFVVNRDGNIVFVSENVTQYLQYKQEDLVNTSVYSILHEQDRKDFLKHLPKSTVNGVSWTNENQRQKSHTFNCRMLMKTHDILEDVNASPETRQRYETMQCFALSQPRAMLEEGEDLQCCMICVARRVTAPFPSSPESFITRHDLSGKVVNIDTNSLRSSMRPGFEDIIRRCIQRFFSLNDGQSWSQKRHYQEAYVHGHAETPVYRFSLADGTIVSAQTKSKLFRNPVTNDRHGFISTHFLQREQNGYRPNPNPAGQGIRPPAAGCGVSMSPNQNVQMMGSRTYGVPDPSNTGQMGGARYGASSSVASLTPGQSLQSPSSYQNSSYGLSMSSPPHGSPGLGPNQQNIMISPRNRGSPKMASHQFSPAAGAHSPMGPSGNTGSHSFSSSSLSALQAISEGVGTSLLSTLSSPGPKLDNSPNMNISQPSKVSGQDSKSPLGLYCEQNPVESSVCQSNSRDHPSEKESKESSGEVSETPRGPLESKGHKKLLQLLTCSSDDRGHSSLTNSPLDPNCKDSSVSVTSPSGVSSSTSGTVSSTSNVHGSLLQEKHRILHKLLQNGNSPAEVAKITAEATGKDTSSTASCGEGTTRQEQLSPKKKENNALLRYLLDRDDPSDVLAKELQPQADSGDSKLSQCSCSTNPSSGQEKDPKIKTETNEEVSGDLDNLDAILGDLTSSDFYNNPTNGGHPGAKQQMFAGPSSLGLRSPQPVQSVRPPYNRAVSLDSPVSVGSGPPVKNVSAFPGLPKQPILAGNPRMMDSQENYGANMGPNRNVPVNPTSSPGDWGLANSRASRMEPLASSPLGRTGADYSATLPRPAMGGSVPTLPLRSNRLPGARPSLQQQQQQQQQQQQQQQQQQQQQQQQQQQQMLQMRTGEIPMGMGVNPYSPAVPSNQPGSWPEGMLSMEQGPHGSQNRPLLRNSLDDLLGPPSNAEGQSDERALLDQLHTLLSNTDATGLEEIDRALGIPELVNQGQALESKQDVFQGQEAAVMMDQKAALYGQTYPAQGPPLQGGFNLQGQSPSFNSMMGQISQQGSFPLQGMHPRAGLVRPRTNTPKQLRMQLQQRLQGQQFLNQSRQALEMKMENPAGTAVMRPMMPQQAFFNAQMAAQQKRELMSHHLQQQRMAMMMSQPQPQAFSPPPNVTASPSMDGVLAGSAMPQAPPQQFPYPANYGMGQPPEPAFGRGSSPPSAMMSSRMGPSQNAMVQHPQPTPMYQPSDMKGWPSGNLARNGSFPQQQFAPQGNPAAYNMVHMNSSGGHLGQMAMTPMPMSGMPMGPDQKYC
PHOSPHO1 inh = blocks human PHOSPHO1 phosphatase activity; AID 1565; recombinant PHOSPHO1, absorbance phosphatase assay; 290,000 tested, 1.1% active; Q8TCT1; inhibition, % at 13.3 µM; in the data active = inhibition above about 60%
IDE act = IDE (human) activation, cell-based; P14735; HEK cells, FAbeta-B cleavage, fluorescence polarization; 0% vehicle, 100% cell-free pure enzyme wells; activation, % at 5.96 µM; 340,000 tested, 0.073% active; AID 493087;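 active = activation above the mean of all tested compounds plus 3 SD, set per screening campaign, cut at about 17% in these data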
M4 PAM = potentiates acetylcholine response at human M4 receptor | P08173 | CHO-K1 hM4/Gqi5, Fluo-8 calcium fluorescence, ACh EC20; 0% = ACh EC20, 100% = maximal ACh | 360,000 tested, 0.4% active | activation, % at 3 µM;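 active = activation above its plate's cutoff, the mean activation of sample wells plus 3 SD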; also: some results filed as inactive read as strong as hits
CRFBP-R2 agonist = agonists of human CRF-binding protein/CRF-R2 receptor complex | HEK293 CRF-R2/CRF-BP, calcium dye fluorescence (FLIPR); percent of saturating CRF peptide response | 350,000 tested, 0.46% active | activation, % at 13.2 µM;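 active = activation of at least 50%, plus an integration ratio under a set limit after plate pattern correction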;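 also: plate controls were neutral control wells without compound for no effect and CRF at EC100 for full effect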
IDE cell inh = inhibitors of human insulin-degrading enzyme in cells. inhibition, % at 5.59 µM. AID 434962. 320,000 tested, 0.41% active. P14735. HEK cells, FAbetaB cleavage, fluorescence polarization;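 active = percent inhibition above the average of all tested compounds plus 3 SD, set per screening campaign, cut at about 16% in these data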;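 also: IDE supplied by intact live HEK cells; FP after avidin binding of uncleaved biotin substrate so inhibition keeps polarization high; 0% = DMSO wells and 100% = 60 µM reference IDE inhibitor Ii1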
MEKK3 PB1 HTS = MEKK3-MEK5 PB1 interaction, increase or decrease | Q99759 | bead-based flow cytometry, Alexa488-MEK5 binding to MEKK3; actives lie on both sides; 0 = blocked by unlabeled MEK5, 100 = vehicle | binding response (% of control), % at 10 µM | 290,000 tested, 1.4% active | AID 1529;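 active = binding response more than 3 SD above or below the average of its plate-row segment, actives on both sides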;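 also: Alexa488 bead fluorescence after subtracting the streptavidin-only scavenger bead signal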
An asterisk follows results filed as active; / = no result given; & = joins results of further samples.

# | Structure | CRFBP-R2 block | GalR3 antagonist | p-CIP stab down | PHOSPHO1 inh | IDE act
1 | O=C(COC(=O)Cn1[nH]c(=O)c2ccccc2c1=O)NNC(=O)c1ccc(Br)cc1 | -1 | -3 | / | / | 0
2 | O=C(c1cc(-c2ccncc2)nc2ccc(Cl)cc12)N1CCN(Cc2ccc3c(c2)OCO3)CC1 | -34 | -2 | -10 | 29 | 0
3 | COc1ccc(NC(=O)c2sc(=S)[nH]c2N)cc1 | -12 | -4 | -4 | 40 | 3
4 | C[C@@H]1CN([C@H](C)CO)C(=O)CCCn2nncc2CO[C@@H]1CN(C)C(=O)Nc1ccc(N2CCN(C)CC2)cc1 | -16 | -5 | / | / | /
5 | COc1ccc(C2(C)NC(=O)N(CC(=O)NC3CC3)C2=O)cc1 (centres undefined) | 7 | 0 | / | / | 5
6 | CCOC(=O)c1[nH]c2c(c1-c1ccccc1)C(=O)CC(c1ccc(Cl)cc1)C2 (centres undefined) | 3 | 2 | -7 | -1 | 3
7 | O=C(COc1nsnc1N1CCOCC1)N/N=C/c1ccccc1O | -29 | -2 | 10 | 0 | 3
8 | O=C(NCCc1ccccc1)c1cccc(Br)c1 | -9 | -9 | 18 | / | 3

# | M4 PAM | CRFBP-R2 agonist | IDE cell inh | MEKK3 PB1 HTS
1 | 2 | -1.2 | 10 | /
2 | -13 | 2.7 | -3 | 94
3 | 12 | -1.3 | 2 | 112
4 | 5 | 5.7 | / | /
5 | 9 | -0.6 | 2 | /
6 | 0 | 0.2 | 0 | 105
7 | -3 | -0.3 | 8 | 90
8 | 0 | -0.7 | 3 | 94

The listing continues.
# | Structure | CRFBP-R2 block | GalR3 antagonist | p-CIP stab down | PHOSPHO1 inh | IDE act
9 | N#C/C(=C\c1c[nH]c2ccccc12)C(=O)Nc1ncc(Cc2ccc(Cl)cc2Cl)s1 | -51 | -3 | -12 | 2 | -3
10 | Cc1ccc(C(O)(C(=O)NN(C(=O)c2ccccc2)c2ccccc2)c2ccc(C)cc2)cc1 | -8 | -5 | 7 | 7 | 3
11 | CCOC(=O)N1CCN(C(=O)Cc2ccc(-n3c(=S)[nH]c4ccccc4c3=O)cc2)CC1 | 1 | / | -3 | 42 | -2
12 | CN(C)C(=O)c1cc(C(=O)c2ccccc2Cl)c[nH]1 | -10 | -3 | -6 | 47 | 2
13 | COc1ccc(C2SCCN2C(=S)Nc2ccc(F)cc2)cc1 (centres undefined) | -14 | -4 | -15 | -7 | 1
14 | CCCCCC1CC(CC/C(C)=N/NC(N)=O)C(=O)O1 (centres undefined) | 16 | -1 | -2 | 6 | 0
15 | COc1ccc(S(=O)(=O)N2N=C(c3ccc(NS(C)(=O)=O)cc3)CC2c2ccco2)cc1 (centres undefined) | -12 | -6 | 6 | -7 | -2
16 | O=S(=O)(Nc1ccc(F)cc1)N1CCCCCC1 | -4 | -1 | -3 | -18 | 5

# | M4 PAM | CRFBP-R2 agonist | IDE cell inh | MEKK3 PB1 HTS
9 | -4 | 26 | 0 | 99
10 | -1 | -0.7 | -4 | 114
11 | 25 | 0.2 | 3 | 90
12 | 2 | 8.0 | 8 | 103
13 | 14 | 13 | 3 | 104
14 | 22 | 0.1 | 11 | 123
15 | 1 | 11 | -4 | 101
16 | 5 | 2.5 | 5 | 105

Continued:
# | Structure | CRFBP-R2 block | GalR3 antagonist | p-CIP stab down | PHOSPHO1 inh | IDE act
17 | C[C@@H]1CN([C@H](C)CO)C(=O)c2cc(C3=CCCCC3)cnc2O[C@@H]1CN(C)Cc1ccccc1C(=O)O | -5 | -6 | / | / | /
18 | CCN1CCN(c2ncc(C(=O)Nc3c(F)cc(F)cc3Br)c3ccccc23)CC1 | -3 | 1 | -8 | -10 | -1
19 | Cc1ccc(-c2csc3ncn(CC#N)c(=O)c23)cc1C | -8 | 7 | -10 | / | 3
20 | O=C(CN1CCOCC1)Nc1ccc(S(=O)(=O)N2CCCCCC2)cc1 | 1 | -6 | -3 | -1 | 4
21 | Cc1ccc(-n2c(=O)c3sccc3n(Cc3cc(=O)n4cc(Cl)ccc4n3)c2=O)cc1F | 22 | -11 | -1 | -26 | 8
22 | O=C(Cc1ccc(Br)cc1)NCc1ccccc1 | 6 | -2 | 1 | 55 | -3
23 | CN(CC(=O)Nc1c(Cl)cccc1Cl)C(=O)CCc1nc2sc3c(c2c(=O)[nH]1)CCCC3 | 0 | 1 | / | / | 1
24 | Cc1ccc(C(=O)NC(=S)N(C)C2CCCCC2)cc1Br | / | -4 | -1 | 5 | 0

# | M4 PAM | CRFBP-R2 agonist | IDE cell inh | MEKK3 PB1 HTS
17 | -2 | 3.7 | / | /
18 | -13 | -1.4 | 4 | 102
19 | 3 | 3.0 | 2 | 108
20 | -3 | -0.3 | 4 | 95
21 | 13 | 0.9 | 1 | 100
22 | 0 | -0.2 | 4 | 96
23 | 0 | 1.5 | -1 | /
24 | -3 | / | -1 | 101

Further compounds follow:
# | Structure | CRFBP-R2 block | GalR3 antagonist | p-CIP stab down | PHOSPHO1 inh | IDE act
25 | CC1=NN(c2ccccc2)C(=O)/C1=C/c1cc2cc(C)ccc2nc1N1CCCCC1 | / | / | 4 | -14 | /
26 | Cc1ccc(OCC(O)Cn2c(N3CCOCC3)nc3c2c(=O)[nH]c(=O)n3C)cc1 (centres undefined) | 1 | 2 | -13 | -6 | -7
27 | CCCCN(C(=S)Nc1cccc(SC)c1)C1CCN(C(C)=O)CC1 | 10 | -1 | 1 | -12 | 2
28 | Cc1ccc(C)c(S(=O)(=O)N(C)C2CCS(=O)(=O)C2)c1 (centres undefined) | 7 | -4 | / | / | 4
29 | CCCCCCSc1cccc(-c2nc3ccc(Cl)cn3c2NCCCC)c1 | -4 | -3&-3 | / | / | -2
30 | CCCOC(=O)Nc1ccc(S(=O)(=O)Nn2cnnc2)cc1 | -10 | 1 | 7 | -5 | 3
31 | COc1ccccc1CNC(=O)c1csc(Cc2ccc(Cl)cc2)n1 | 13 | -3 | -5 | 36 | -4
32 | COc1ccccc1-n1c(=O)c2c3c(sc2n2c(SC(C)C)nnc12)CCC3 | -2 | -2 | -3 | 28 | 7

# | M4 PAM | CRFBP-R2 agonist | IDE cell inh | MEKK3 PB1 HTS
25 | / | / | 3 | 89
26 | 2 | -3.3 | 2 | 101
27 | -9 | -1.2 | -2 | 105
28 | 0 | -0.3 | -1 | /
29 | 6&7 | 0.4 | / | /
30 | -6 | -1.1 | -3 | 102
31 | 0 | 1.4 | 0 | 107
32 | 4 | -0.5 | 0 | 105

Further results follow:
# | Structure | CRFBP-R2 block | GalR3 antagonist | p-CIP stab down | PHOSPHO1 inh | IDE act
33 | C=CCc1cccc(CNc2ccc(Br)cc2)c1O | 11 | -7 | -6 | 7 | 4
34 | Cc1cc(NC(=O)c2cc(-c3ccncc3)nc3c(C)cccc23)no1 | 7 | 0 | 5 | -7 | 1
35 | O=C(NCc1cccnc1)c1cccc(S(=O)(=O)Nc2cccc(Cl)c2)c1 | 3 | -8 | / | / | 3
36 | COc1ccccc1C(c1nnnn1Cc1ccccc1)N1CCN(C2CCCC2)CC1 (centres undefined) | -5 | -9 | 0 | -4 | 1
37 | CC(=O)C(Cc1ccccc1)NC(=O)CN1CCN(Cc2ccccc2)CC1 (centres undefined) | 3 | -4 | -7 | -4 | 8
38 | O=C1CCC([N+](=O)[O-])C(c2ccc(C(F)(F)F)cc2)N1 (centres undefined) | 0 | -4 | / | / | 6
39 | CC(=O)c1ccc(Nc2ccc(-c3ccccc3F)nn2)cc1 | 36 | -6 | 16 | 12 | 1
40 | COc1ccc(NC(=O)c2ccc(-c3ccccc3)cc2)cc1S(=O)(=O)N1CCOCC1 | 1 | 4 | -7 | 23 | -25

# | M4 PAM | CRFBP-R2 agonist | IDE cell inh | MEKK3 PB1 HTS
33 | -8 | -0.8 | 2 | 101
34 | 16 | 3.0 | 0 | 87
35 | -5 | -1.0 | 0 | /
36 | -1 | 0.1 | -1 | 107
37 | 0 | -1.7 | -2 | 99
38 | 1 | -1.1 | 4 | /
39 | 7 | -1.1 | 0 | 102
40 | 4 | 0.1 | 22* | 96

Carrying on:
# | Structure | CRFBP-R2 block | GalR3 antagonist | p-CIP stab down | PHOSPHO1 inh | IDE act
41 | O=C1[C@H](CC[C@H](O)c2ccc(F)cc2)[C@@H](c2ccc(O)cc2)N1c1ccc(F)cc1 | / | / | -12 | -4 | /
42 | C=CCOc1ccc(C2OC34CCCCC3C(C#N)(C#N)C2(C#N)C(=N)O4)cc1 (centres undefined) | -22 | / | -7 | 10 | 0
43 | COc1ccc(CCNC(=O)C(=O)NCC2CCCO2)cc1 (centres undefined) | 9 | -3 | -40 | -18 | -1
44 | COC(=O)c1ccc(/C=N/N2CCN(Cc3ccc(C)cc3C)CC2)cc1 | -23 | 7 | -7 | -11 | 1
45 | CCN(C(=O)COC(=O)c1cc([N+](=O)[O-])ccc1N1CCOCC1)C1CCS(=O)(=O)C1 (centres undefined) | 5 | -3 | / | / | -1
46 | CC(=O)c1cccc(NC(=O)CN2CCc3cc4c(cc3C2C)OCCCO4)c1 (centres undefined) | 8 | -3 | -3 | 18 | 4
47 | COCCCNC(=S)NNC(=O)c1ccc2c(c1)OCO2 | -3 | -4 | -7 | -137 | 2
48 | CCN(C(=O)CSc1nc2cc(S(=O)(=O)N(CC)CC)ccc2n1CC)C1CCS(=O)(=O)C1 (centres undefined) | 1 | -1 | / | / | 5

# | M4 PAM | CRFBP-R2 agonist | IDE cell inh | MEKK3 PB1 HTS
41 | / | / | 4 | 99&99
42 | 5 | 22 | 3 | 96
43 | -1 | -1.6 | -1 | 96
44 | 0 | 0.9 | -3 | 104
45 | 0 | 0.8 | -5 | /
46 | -7 | -1.5 | 0 | 94
47 | -2 | -0.2 | 0 | 94
48 | 6 | -0.9 | -3 | /

Of the compounds above, these have bromine:
# | Structure | CRFBP-R2 block | GalR3 antagonist | p-CIP stab down | PHOSPHO1 inh | IDE act
1 | O=C(COC(=O)Cn1[nH]c(=O)c2ccccc2c1=O)NNC(=O)c1ccc(Br)cc1 | -1 | -3 | / | / | 0
8 | O=C(NCCc1ccccc1)c1cccc(Br)c1 | -9 | -9 | 18 | / | 3
18 | CCN1CCN(c2ncc(C(=O)Nc3c(F)cc(F)cc3Br)c3ccccc23)CC1 | -3 | 1 | -8 | -10 | -1
22 | O=C(Cc1ccc(Br)cc1)NCc1ccccc1 | 6 | -2 | 1 | 55 | -3
24 | Cc1ccc(C(=O)NC(=S)N(C)C2CCCCC2)cc1Br | / | -4 | -1 | 5 | 0
33 | C=CCc1cccc(CNc2ccc(Br)cc2)c1O | 11 | -7 | -6 | 7 | 4

# | M4 PAM | CRFBP-R2 agonist | IDE cell inh | MEKK3 PB1 HTS
1 | 2 | -1.2 | 10 | /
8 | 0 | -0.7 | 3 | 94
18 | -13 | -1.4 | 4 | 102
22 | 0 | -0.2 | 4 | 96
24 | -3 | / | -1 | 101
33 | -8 | -0.8 | 2 | 101
